Screening data (PubChem)
IL-1B inflam inh: blocks inflammasome-driven IL-1 beta release | activity change, % at 57.5 µM | THP-1 LPS/ATP IL-1B secretion, AlphaLISA, 16 h; stronger effect = lower value | 360,000 compounds, 4.7% hits; in the data active means activity change below about -50%; inconclusive means mostly about -30% to -49%; further: on the % scale 0 is the no-effect control and ±100 the full control effect
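Secreted IL-1B measured by AlphaLISA bead assay after 16 h compound exposure of THP-1 cells; compounds (final up to 57.5 uM) added 1 h before LPS (250 ng/mL) and ATP (1.25 mM) stimulation; lower signal means less secretion.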
HT1080-NT tox: kills 2HG-producing HT-1080-NT fibrosarcoma cells | Potency, µM (doses to about 46.1 µM), for inactives: top-dose activity, negative = less viability, usual class: cytotoxic | AID 686970 | 360,000 compounds, 1.6% hits | HT-1080-NT fibrosarcoma viability, CellTiter-Glo ATP luminescence, 48 h;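 further: NT is the 2HG producing partner of a matched IDH1 knockdown line; potency means the concentration at half of the fitted maximal effect; 0% = DMSO-treated cells and -100% = media-only wells without cells; nearly all actives have a fitted effect of over 55% in size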
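Compounds were tested in concentration-response format on HT-1080-NT cells for 48 hours at 37 degrees C. Cell viability came from CellTiter-Glo luminescence; curves were classified by r2, response magnitude and activity.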
GLP-1R agonist: agonists of human GLP-1 receptor; P43220; HEK293 GLP-1R CRE-luciferase, luminescence, 4-6 h; cells express a hypersensitive GLP-1R form; Potency, µM (top dose mostly 45.6 µM), inactives show top-dose activation, most hits filed as activators; 380,000 compounds, 0.007% hits; AID 624172; further: potency means the concentration at half of the fitted maximal effect; % of control where 0% means no effect
Target sequence (P43220 whole entry, looked up): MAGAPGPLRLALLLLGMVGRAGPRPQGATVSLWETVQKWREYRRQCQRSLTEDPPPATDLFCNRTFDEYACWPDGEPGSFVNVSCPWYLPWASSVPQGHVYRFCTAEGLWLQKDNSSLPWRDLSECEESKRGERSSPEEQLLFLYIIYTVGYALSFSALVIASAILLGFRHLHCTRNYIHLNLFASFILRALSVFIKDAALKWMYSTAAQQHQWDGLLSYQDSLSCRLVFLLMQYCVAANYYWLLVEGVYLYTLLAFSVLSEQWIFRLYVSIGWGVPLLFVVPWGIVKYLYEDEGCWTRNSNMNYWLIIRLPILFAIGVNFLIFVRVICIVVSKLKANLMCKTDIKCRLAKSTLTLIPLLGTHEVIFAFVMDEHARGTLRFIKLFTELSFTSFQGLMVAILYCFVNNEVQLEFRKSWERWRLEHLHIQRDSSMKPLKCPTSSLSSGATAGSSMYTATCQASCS
D3 antag: blocks the human D3 dopamine receptor; P35462; D3R cells, DiscoveRx beta-arrestin luminescence, antagonist mode; stronger effect = lower value; max response, negative = inhibition, %; 360,000 compounds, 2.5% hits; AID 652054; in the data active means max response below about -50%; inconclusive means no clear call, values can overlap the other calls; further: on the % scale 0 is the no-effect control and ±100 the full control effect; mostly tested at two doses, the higher about 12 µM
Target sequence (P35462 whole entry, looked up): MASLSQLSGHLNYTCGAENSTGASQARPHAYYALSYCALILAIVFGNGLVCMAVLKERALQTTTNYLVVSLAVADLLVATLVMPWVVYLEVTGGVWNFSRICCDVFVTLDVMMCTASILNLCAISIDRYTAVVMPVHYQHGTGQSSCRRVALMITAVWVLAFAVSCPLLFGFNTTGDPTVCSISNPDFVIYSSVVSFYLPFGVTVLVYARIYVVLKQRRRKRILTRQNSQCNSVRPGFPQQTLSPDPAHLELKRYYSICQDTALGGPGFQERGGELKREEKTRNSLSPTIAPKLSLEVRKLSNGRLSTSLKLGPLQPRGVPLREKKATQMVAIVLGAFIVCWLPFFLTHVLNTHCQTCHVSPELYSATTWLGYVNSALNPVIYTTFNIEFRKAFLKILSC
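Cells expressing the human receptor were seeded at 1500 cells/well, incubated overnight at 37 degrees C in 5% CO2, then exposed to library compounds with dopamine controls for 90 minutes at 37 degrees C before luminescent detection.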
KB-3-1 tox: kills parental KB-3-1 adenocarcinoma cells; KB-3-1 viability, CellTiter-Glo ATP luminescence, 72 h; Potency, µM (doses to about 46.1 µM), without a hit: at the top dose activity change, negative = cytotoxic, most hits filed as cytotoxic; 400,000 compounds, 1.4% hits; further: potency means the concentration at half of the fitted maximal effect; on the % scale 0 is the no-effect control and ±100 the full control effect; nearly all actives have a fitted effect of over 60% in size
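Luminescent ATP read-out (CellTiter-Glo) measures survival of drug-naive KB-3-1 cells after 72 h compound exposure at 37 °C. Titration series was screened from lowest to highest concentration, with DMSO vehicle plates as background controls.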
HT1080 IDH1KD tx: kills HT-1080 cells with IDH1 knockdown. Potency, µM (top dose mostly 46.1 µM), for inactives: at the highest dose activity, negative = toxicity, actives largely listed as cytotoxic. HT-1080 IDH1 knockdown viability, ATP luminescence, 48 h. AID 686971. 360,000 compounds, 2% hits;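 further: potency means the concentration at half of the fitted maximal effect; 0% = DMSO wells and -100% = cell-free medium wells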
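HT-1080-IDH1KD cells (IDH1 knocked down), 750/well in RPMI with 5% FBS, treated with compound 48 h at 37 degrees C. Viability by CellTiter-Glo luminescence, normalised to DMSO and no-cell wells; concentration-response curves classed.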
KB-V1 MDR tox: kills drug-selected multidrug resistant KB-V1 cells. KB-V1 MDR cells viability, CellTiter-Glo, 72 h. Potency, µM (titrated, usually from 46.1 µM), for the others: at the top dose activity change, negative = cytotoxicity, hits mostly cytotoxic. 400,000 compounds, 3.4% hits. AID 1347076; further: potency means the concentration at half of the fitted maximal effect; on the % scale 0 is the no-effect control and ±100 the full control effect; nearly all actives have a fitted effect of over 60% in size
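In this primary screen, KB-V1 cells overexpressing P-gp are incubated with library compounds (lowest to highest concentration) for 72 h at 37 degrees C before a luminescent ATP viability read.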
SW480 rereplic: inducers of DNA re-replication in SW480 colon cancer cells | SW480 DNA re-replication, Hoechst DNA content imaging, 48 h | Potency, µM (doses to about 46.1 µM), for inactives: at the top dose re-replication activation, actives largely listed as activators | 340,000 compounds, 1.8% hits; further: potency means the concentration at half of the fitted maximal effect; % of control where 0% means no effect; nearly all actives have a fitted effect of over 55% in size
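Quantitative HTS format with DMSO vehicle controls; 48 hr drug incubation at 37 C, then 40 min Hoechst staining and scanning imager measurement at 405 nm excitation.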
D3 ag: activates the human D3 dopamine receptor. P35462. D3R DiscoveRx beta-arrestin cells, luminescence, 90 min. max activation, %. 410,000 compounds, 0.58% hits; in the data active means max activation above about 30%; further: 0% is about no effect; mostly tested at two doses, the higher about 12 µM
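Agonist mode: compounds and dopamine controls were applied to plated cells for 90 min at 37 degrees C after an overnight attachment at 1500 cells/well. Luminescent read-out followed 30 - 60 minutes at room temperature with DiscoveRx detection reagent.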
* hit, by the source's call; ? = inconclusive; · = no result given; & = joins results of further samples; [ ] = another dose, or the depositor's remark. Unless noted, the call rests on the fitted dose curve; in most records, active means well fitted curve in the direction sought with a large enough effect; inconclusive means small, poorly fitted or top-dose-only effect, or another doubt; inactive means no such curve, though single readings can be large; an effect the other way counts as inactive or inconclusive.

Molecule	KB-3-1 tox	SW480 rereplic	D3 antag	KB-V1 MDR tox	GLP-1R agonist	IL-1B inflam inh	D3 ag	HT1080-NT tox	HT1080 IDH1KD tx
COc1ccc2cc(C(=O)C3CCCN(C(=O)CCc4cnn(C)c4)C3)ccc2c1 (stereo not drawn)	-19%	-6%	12	0%	29%	-57*	4	-2%	-8%
CCOc1ccc(C(=O)NCC(=O)OCC(=O)c2ccc3c(c2)-c2ccccc2C3)cc1	-23%	0%	7	-3%	-1%	-17	3	14%	15%
CC1CCN(CCC(=O)Nc2ccc3c(c2)CCC3)CC1	8%	-10%	-59*	1%	-5%	8	-30	-1%	-9%
CSc1cccc(NC(=O)c2c(Cl)cnn2C)c1	-1%	2%	-12	?	1%	3	-9	-6%	-14%
CN(CC(=O)Nc1ccc(Cl)cc1)C(=O)c1cccc(S(=O)(=O)N2CCN(Cc3ccccc3)CC2)c1	16µM*	10%	-5	?	-3%	?	2	-2%	-24%
COc1cc(CC(=O)OCC(=O)NCCc2ccc(S(N)(=O)=O)cc2)cc(OC)c1OC	-11%	-41%[inhibitor]	6	-4%	4%	0	2	2%	7%
COCCCNC(=O)Cn1c(=O)n(Cc2ccccc2Cl)c(=O)c2cc(OC)c(OC)cc21	1%	30%	0	-9%	0%	-6	-16	-5%	?
CC(=O)NC(Cc1ccc(C)cc1)C(=O)NC1CCN(c2ncccc2[N+](=O)[O-])CC1 (stereo not drawn)	18%	1%	-7	-28%	0%	-3	-5	9%	4%
CSc1cc(-c2ccc(Cl)cc2)n(Cc2ccccc2)c(=O)c1C#N	16µM*	-3%	-10	-14%	-5%	4	0	5%	6%
CCOC(=O)c1c(C)sc(Sc2ccc(Cl)cc2[N+](=O)[O-])c1OC	?	12%	1	?	17%	-15	2	-3%	-12%
Cc1ccc2c(c1)N(CC(=O)NCCC1=CCCCC1)C(=O)c1cccnc1O2	3%	-3%	11	1%	-4%	7	-9	1%	-2%
Fc1ccc(-c2nnc(CSc3nnc(-c4ccc5c(c4)OCO5)o3)o2)cc1	1%	1%	3	-1%	4%	24	5	2%	-8%
CCCCn1c(N)c(N(Cc2ccccc2)C(=O)COc2ccccc2F)c(=O)[nH]c1=O	5%	?	-4	?	-3%	2	-1	3%	3%
CN(C(=O)c1cccc(NC(=O)Cc2ccccc2)c1)c1ccccc1	-11%	?	2	-3%	8%	28	1	-3%	2%
CC(C)CN1CN(Cc2ccco2)CNC1=S	-2%	-2%	8	-11%	3%	20	-20	4%	2%
CCOC(=O)CC1C(=O)NCCN1C(=O)c1sc2ccccc2c1Cl (stereo not drawn)	18%	2%	0	-17%	1%	2	-7	-5%	0%
O=C(Nc1ccncc1)c1ccc(NS(=O)(=O)c2cccc(F)c2)cc1	?	-6%	2	?	2%	35	13	5%	-11%
COc1ccc(S(=O)(=O)Nc2cc(C)cc(C)n2)c2ccccc12	0%	13%	2	-14%	-2%	4	4	7%	0%
COc1ccc(S(=O)(=O)Nc2cccc(S(=O)(=O)N(C)C)c2)cc1[N+](=O)[O-]	-43%	0%	-24	-11%	-3%	29	-15	-6%	-6%
CCc1ccc(NC(=O)c2c(C(=O)Nc3ccccc3)sc3nc(C)cc(=O)n23)cc1	7%&-1%	-37%[inhibitor]	6	-2%&-12%	3%	-5	-1&-13	?	-13%
CN(C(=O)CSC(=O)c1ccccc1)c1ccccc1	-5%	-10%	-9	-5%	-2%	-27	1	1%	6%
Cn1cnnc1SCC(=O)Nc1cc(C(F)(F)F)ccc1N1CCOCC1	1%	2%	13	-5%	4%	26	4	8%	0%
COc1ccc(-n2c(SCC(=O)NCc3ccccc3)nc3c([nH]c4ccccc43)c2=O)cc1	16%	·	·	0%	9%	·	-8	·	·
Cc1ccc(NC(=O)Cn2nc(-c3ccccc3Cl)ccc2=O)c(Br)c1	6%	?	13	0%	8%	8	4	8%	10%
Cc1cc(C)n(CC(O)CN(c2ccccc2)S(=O)(=O)c2ccccc2)n1 (stereo not drawn)	0%	-2%	-17	0%	-5%	3	0	11%	12%
CC(Sc1nnc(COc2ccc(Cl)cc2)o1)C(=O)Nc1ccc(N2CCOCC2)cc1 (stereo not drawn)	-1%	47%	11	-2%	-4%	-10	3	-1%	-1%
COc1ccc(Cl)cc1C(=O)Nc1ccc(NC(=O)C(C)C)cc1	-4%	4%	-22	-5%	9%	-60*	9	-17%	?
Cc1ccc(CNC(=O)c2ccc(CS(=O)Cc3cccc(Cl)c3)o2)cc1 (stereo not drawn)	11%	-5%	5	-2%	12%	?	-1&-6	-2%	-5%
CN1CCN(c2ccc(CNS(=O)(=O)c3ccccc3)cc2)CC1	?	?	-20	-5%	1%	·	-25	11%	7%
COc1ccc(/C=C/C(=O)Nc2ccc(OC)nc2)cc1	?	0%	3	2%	9%	?	8	-3%	-14%

Rewritten with each value named: two of the compounds above
molecule: CCc1ccc(NC(=O)c2c(C(=O)Nc3ccccc3)sc3nc(C)cc(=O)n23)cc1
  KB-3-1 tox = 7%&-1%	SW480 rereplic = -37%[inhibitor]	D3 antag = 6	KB-V1 MDR tox = -2%&-12%	GLP-1R agonist = 3%	IL-1B inflam inh = -5	D3 ag = -1&-13	HT1080-NT tox = ?	HT1080 IDH1KD tx = -13%

molecule: CCOC(=O)c1c(C)sc(Sc2ccc(Cl)cc2[N+](=O)[O-])c1OC
  KB-3-1 tox = ?	SW480 rereplic = 12%	D3 antag = 1	KB-V1 MDR tox = ?	GLP-1R agonist = 17%	IL-1B inflam inh = -15	D3 ag = 2	HT1080-NT tox = -3%	HT1080 IDH1KD tx = -12%

Next records follow.
Molecule	KB-3-1 tox	SW480 rereplic	D3 antag	KB-V1 MDR tox	GLP-1R agonist	IL-1B inflam inh	D3 ag	HT1080-NT tox	HT1080 IDH1KD tx
CCOc1ccc(-n2c(-c3ccccc3)c[n+]3c2CCCCC3)cc1	10µM*	-14%	8	?	-5%	-56*	-9	?	13µM*
Oc1ccccc1C1CC(c2cccs2)=NC(c2ccc(Cl)cc2)N1 (stereo not drawn)	?	18µM*	-6	-11%	-3%	?	1	?	?
Clc1ccc(-n2ncc3c(NCc4ccco4)ncnc32)cc1	5µM*	?	-1	?	2%	0	-4	-14%	?
COC(=O)c1cccc(NC(=O)CSc2nnc(COc3ccccc3)n2C)c1	1%	0%	-21	-1%	21%	14	-13	-1%	3%
COc1cc(NS(=O)(=O)c2ccc(N/C=C\C(=O)c3ccc(OC)c(OC)c3)cc2)nc(OC)n1	-13%	?	-4	?	10%	14	6	-7%	?
CCCc1cc(=O)[nH]c(SCC(=O)Nc2cc(S(=O)(=O)N3CCOCC3)ccc2N(CC)CC)n1	-5%	9%	-11	21%	10%	-21	6	2%	1%
COc1ccc(CNC(=O)C2CCN(c3nnc(N4CCCC4=O)s3)CC2)cc1	1%	-14%	0	-18%	-1%	8	-6	-2%	0%
CC(=O)Nc1nc(C)c(-c2csc(Nc3cccc([N+](=O)[O-])c3)n2)s1	5%	14%	-9	?	-3%	-51*	4	?	?
O=C(Nc1c(-c2ccc(Cl)cc2)[nH][nH]c1=O)c1ccccc1Cl	0%	·	?	19%	9%	30	1	18%	7%
O=C(NCc1ccc(Cl)s1)c1cc(COc2c(F)cccc2F)on1	-1%	2%	-8	-11%	7%	-9	-4	-3%	0%
Cc1ccc(C)c(C2=CSC3=NS(=O)(=O)CCN23)c1	5%	0%	3	1%	-1%	12	0	0%	6%
Cc1ccc(S(=O)(=O)Nc2ncccn2)cc1	0%	1%	-12	20%	-3%	18	1	4%	0%
CCCNC(=O)COc1coc(CN2CCN(c3ccccc3F)CC2)cc1=O	0%	5%	25	-7%	-1%	0	1	14%	0%
NC(=S)N/N=C/c1cn(CCC(=O)O)nc1-c1cccc(Br)c1	27%	-8%	13	18%	16%	13	23	9%	0%
CC(=O)c1ccc(NC(=O)CN2C(=O)COc3ccc(S(=O)(=O)N4CCCC4)cc32)cc1	3%	-33%[inhibitor]	-9	20%	8%	-19	0	4%	7%
COc1cc(NC(=O)CN2C(=O)NC(C)(c3ccccc3)C2=O)c(C)cc1[N+](=O)[O-] (stereo not drawn)	2%	-3%	30	26%	10%	18	1	-14%	-4%
CCCn1c(=N)n(CC(=O)c2ccc(Cl)cc2)c2ccccc21	?	14%	-11	?	13%	-66*	-2	?	?
O=C(CN1CCCC1)Nc1ccc(Oc2ccc(NC(=O)CN3CCCC3)cc2)cc1	?	?	?	-11%	6%	?	0	-10%	-13%
COc1ccc(C(=O)NCc2nnc(SCC(=O)Nc3cc(Cl)ccc3OC)o2)cc1	2%	-19%	-17	0%	-6%	-4	-7	-14%	-1%
CCCNC(=O)C1CCN(S(=O)(=O)c2ccc3[nH]c(=O)ccc3c2)CC1	0%	-9%	15	6%	-5%	28	0	8%	9%
CCNC(=O)NC(=O)C(C)OC(=O)Cc1coc2cc3c(cc12)CCC3 (stereo not drawn)	4%	9%	2	-1%	-4%	20	4	-1%	1%
CCN1CCN(c2nc3sc4c(c3c(=O)n2-c2ccc(OC)cc2)CCCCC4)CC1	-15%	?	-21	-13%	?	-25	2	-12%[9.24 µM]	?
